Mcl1-Bid inh = Mcl-1/Bid interaction inhibition; Q07820; TR-FRET Mcl-1/Bid-Dy647 peptide binding, 1536-well; inhibition, % at 21.7 µM; actives 0.97% (n = 220,000);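 active = compounds that cut the binding signal by more than half at the single screening dose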;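 note: His-tagged Mcl-1 with europium anti-His antibody binding Bid BH3 peptide; 0% = Mcl-1 plus peptide wells and 100% = peptide-only wells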
Target sequence (Q07820 whole entry, looked up): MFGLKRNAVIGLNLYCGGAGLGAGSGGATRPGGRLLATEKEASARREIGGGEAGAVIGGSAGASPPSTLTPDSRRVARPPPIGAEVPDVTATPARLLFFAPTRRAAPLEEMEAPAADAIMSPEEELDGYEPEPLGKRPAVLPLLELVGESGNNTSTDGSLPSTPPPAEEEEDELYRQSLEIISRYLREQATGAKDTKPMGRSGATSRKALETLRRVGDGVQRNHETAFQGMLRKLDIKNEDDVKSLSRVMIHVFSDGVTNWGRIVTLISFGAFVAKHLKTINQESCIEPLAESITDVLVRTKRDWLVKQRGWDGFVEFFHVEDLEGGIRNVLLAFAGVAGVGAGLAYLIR
Pf gametocyte = inhibitors of late stage P. falciparum gametocyte viability | inhibition, % at 10.9 µM | P. falciparum stage V gametocytes, ATP luminescence, 24 h | actives 0.065% (n = 150,000);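 active = inhibition above the mean plus 3 SD of compounds within the control limits, set per campaign, cut at about 38% in these data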;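 note: 0% = DMSO wells and 100% = medium only without gametocytes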
HRas wt GTP = changes GTP binding to wildtype human HRas; P01112; AID 759; actives 0.14% (n = 190,000); GTP binding activity, % at 10 µM; GST-Ras wt beads, Bodipy-FL-GTP binding, flow cytometry; actives lie on both sides;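 active = GTP binding activity at least 20% away from the 100% baseline, either lowered as inhibitor or raised as activator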;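 note: 0% = unlabeled GTP competition control and 100% = no-compound control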
Target sequence (P01112 whole entry, looked up): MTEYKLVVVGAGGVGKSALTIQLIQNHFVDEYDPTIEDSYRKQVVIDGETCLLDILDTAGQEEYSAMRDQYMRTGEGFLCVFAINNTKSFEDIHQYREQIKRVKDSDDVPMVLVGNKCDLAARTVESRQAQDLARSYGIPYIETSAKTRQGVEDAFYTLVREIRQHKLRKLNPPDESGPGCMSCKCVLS
Avidin fluor = avidin bead compound fluorescence profile | AID 1775 | actives 0.38% (n = 220,000) | fluorescence (KMESF) at 10 µM | Avidin beads, compound fluorescence 488/530 nm, flow cytometry; stronger effect = higher value; in the data active = fluorescence above about 47; note: inactives centre near 10
Bim-Mcl-1 = disrupts Bim peptide binding to human Mcl-1 | inhibition, % at 10 µM | Bead-based flow cytometry, Bim peptide-Mcl-1 binding | actives 0.1% (n = 190,000); in the data active = inhibition above about 40%;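 note: 0% = no compound tracer wells and 100% = peptide blocker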
Mcl1 Noxa PPI = disrupts binding of human Mcl-1 to Noxa peptide. Q07820. TR-FRET Mcl-1/Noxa peptide binding, 2 h. inhibition, % at 21.7 µM. actives 1.5% (n = 220,000);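 active = compounds that cut the protein-peptide binding signal by more than 50% relative to plate controls in a single-dose test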;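 note: His-tagged Mcl-1 with rhodamine Noxa BH3 peptide and terbium anti-His antibody; 0% = Mcl-1 plus Noxa peptide wells and 100% = peptide-only wells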
Rab7 wt GTP bind = dog Rab7 wildtype GTP binding, inhibitors and activators; GST-Rab7 beads, fluorescent GTP binding, flow cytometry; actives lie on both sides; untreated = 100%, excess cold GTP = 0%; GTP binding activity (percent of control), % at 10 µM; actives 0.055% (n = 190,000); AID 758;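 active = fluorescent GTP binding to Rab7 beads changed by at least 20 points from the 100% baseline, either direction, mostly lower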;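 note: median green fluorescence of bound Bodipy-FL-GTP per Rab7 bead population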
Rac1 mut GTP = alters GTP binding to activated mutant human Rac1. P63000. GST-Rac1 activated beads, fluorescent GTP binding, flow cytometry; actives lie on both sides; 100% means binding = to untreated wells. percent activity (GTP binding), % at 10 µM. actives 0.11% (n = 190,000). AID 764;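 active = GTP binding at least 20 percentage points away from the 100% baseline, in either direction, so actives lie on both sides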
Rab2 wt GTP = changes GTP binding to wildtype dog Rab2A, up or down; GST-Rab2 wt beads, Bodipy-GTP binding, flow cytometry; GTP binding activity, % at 10 µM; actives 0.19% (n = 190,000); AID 760;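 active = GTP binding activity at least 20 points away from 100%, either lowered or raised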;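 note: 0% = beads with excess unlabeled GTP and 100% = no-compound control corrected for plate trend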
Rac1 wt GTP bind = modulators of human Rac1 wildtype GTP binding. GTP binding activity (% of control), % at 10 µM. GST-Rac1 beads, fluorescent GTP binding, flow cytometry; actives lie on both sides; 0 = cold GTP competed, 100 = untreated. actives 0.27% (n = 190,000);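 active = GTP binding activity at least 20 points away from the 100% control level, either lower or higher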
Cdc42 wt = modulators (inhibitors or activators) of GTP binding to human Cdc42 wildtype; GST-Cdc42 beads, Bodipy-GTP binding, flow cytometry; actives lie on both sides; percent activity (GTP binding), % at 10 µM; actives 0.2% (n = 190,000); AID 761;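 active = percent activity GTP binding at least 20 points away from the 100% baseline, either down as inhibitor or up as activator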;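 note: median bead fluorescence of bound Bodipy-FL-GTP at 100 nM; 0% = excess unlabeled GTP control and 100% = no compound control; below 100% means less GTP binding so inhibitor and above means activator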
Target sequence (P60953 whole entry, looked up): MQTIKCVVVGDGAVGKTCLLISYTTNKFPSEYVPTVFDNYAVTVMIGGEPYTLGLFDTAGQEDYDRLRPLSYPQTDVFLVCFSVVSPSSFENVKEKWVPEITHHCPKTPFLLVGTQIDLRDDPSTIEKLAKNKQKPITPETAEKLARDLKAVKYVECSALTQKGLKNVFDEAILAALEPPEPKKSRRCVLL
Numbers without * were called inactive; · = no result given.

Order of values: Mcl1-Bid inh, Pf gametocyte, HRas wt GTP, Avidin fluor, Bim-Mcl-1, Mcl1 Noxa PPI, Rab7 wt GTP bind, Rac1 mut GTP, Rab2 wt GTP, Rac1 wt GTP bind, Cdc42 wt
O=C(CCC(=O)Nc1ccc(F)cc1)N/N=C/c1cc([N+](=O)[O-])ccc1O
    -39, -5, 97, 11, -1, -40, 108, 92, 96, 95, 93
Cn1nnnc1SCC(=O)N1CCN(c2ccccc2)CC1
    -27, ·, 100, 11, 0, -4, 99, 102, 101, 103, 104
COc1cc(SC)ccc1C(=O)Nc1c(Cl)cncc1Cl
    -7, 10, 99, ·, 1, 7, 101, 96, 99, 103, 99
Cc1ccc(SCC(=O)Nc2cccc(C(=O)NC(C)(C)C)c2)cc1
    -3, ·, 100, 23, 1, 14, 100, 98, 99, 104, 99
O=[N+]([O-])c1ccccc1S(=O)(=O)N1CCCCC1
    -28, -17, 99, 2, -1, 5, 101, 98, 99, 102, 98
COc1ccc(CNC(=O)CCSc2nc(-c3ccc4c(c3)OCO4)cc(C(F)(F)F)n2)cc1
    -2, ·, 99, 7, -10, -8, 95, 97, 96, 103, 99
Cc1cccc(Cc2nnc(CCC(=O)NCc3cnc4ccccn34)o2)c1
    -38, -22, 96, 7, -3, 13, 96, 97, 95, 99, 96
O=C(NCCSCc1ccccc1)c1ccc(C2SCC(=O)N2Cc2ccccc2)cc1 (centres undefined)
    -34, ·, 98, 17, 2, 9, 96, 96, 97, 99, 98
O=C(NCCN1CCOCC1)c1cc2sccc2n1Cc1ccc(Cl)cc1
    -9, ·, 98, 52*, -6, 15, 97, 97, 97, 97, 99
Cc1ccc(NC(=O)CN(c2ccccc2)S(=O)(=O)N(C)C)cc1
    4, 2, 96, 2, 0, 15, 100, 98, 96, 97, 97
O=C(NCCCN1CCN(c2ccccc2F)CC1)C1CC(=O)N(C2CCCC2)C1 (centres undefined)
    -11, ·, 101, 7, 2, 8, 99, 99, 101, 109, 102
CC(Oc1ccc(Cl)cc1Cl)C(=O)Nc1ccc(O)cc1 (centres undefined)
    -27, ·, 95, 11, -3, 39, 94, 95, 95, 95, 96
C=CCOC(=O)C1=C[C@H](C2CC2)[C@@H](CCCO)[C@H](OCC)O1
    -12, 13, 95, 6, 0, -37, 97, 96, 96, 96, 94
Cc1ccc(-c2c(C)n([O-])c3c([n+]2=O)CCC3)o1
    -43, ·, 102, 17, 0, -17, 101, 99, 102, 104, 102
N#Cc1ccccc1OCC(=O)OCC(=O)c1ccc2c(c1)NC(=O)CO2
    -21, ·, 95, 8, -9, 10, 95, 97, 94, 97, 99
CCN(CC)S(=O)(=O)c1ccc(Cl)c(NC(=O)COC(=O)/C=C/c2cc(OC)c(OC)c(OC)c2)c1
    -17, -6, 95, 5, 1, 6, 98, 101, 97, 97, 98
CCCn1c(=S)[nH]c2cc(C(=O)NCC3CCCO3)ccc2c1=O (centres undefined)
    -20, ·, 99, 17, 6, 6, 104, 98, 98, 100, 99
COc1ccc(/C=N/NC(=O)CCn2c3ccccc3c3ccccc32)cc1O
    3, ·, 98, 20, -3, 18, 97, 98, 98, 99, 96
Cn1nc(N)nc1N1CCN(c2ccc(F)cc2)CC1
    -22, -16, 97, 11, 0, -12, 98, 98, 98, 102, 96
CC1(C)CC(NC(=O)c2ccccc2C(=O)NC2CC(C)(C)NC(C)(C)C2)CC(C)(C)N1
    -17, 3, 101, 9, -3, 5, 96, 99, 102, 102, 109
CC(c1ccco1)N(C(=O)CSc1ccc(Br)cc1)c1ccccn1 (centres undefined)
    8, -7, 98, 16, -2, 26, 98, 98, 101, 102, 99
COc1cccc(NC(=O)N2CCOCC2)c1
    -11, ·, 103, 37, -3, -7, 100, 103, 104, 108, 106
C/C(N)=C(/C#N)C(=O)COC(=O)COc1ccc(Cl)cc1
    5, ·, 100, 10, -10, 13, 97, 96, 98, 97, 99
Cc1ccsc1/C=N/NC(=O)Cc1cccn1C
    -4, 9, 103, 4, -1, 21, 106, 96, 102, 108, 100
COc1cccc(C(=O)N2CCN(Cc3ccco3)CC2)c1OC
    23, 9, 105, 21, 0, 26, 104, 99, 102, 104, 104
CC(=O)C(Sc1nc(NC(C)(C)C)nc(N(C)C)n1)C(C)=O
    -34, ·, 102, 7, 0, -7, 100, 102, 102, 107, 108
COC(=O)C1CCN(c2ccc(Cl)nn2)CC1
    -5, 8, 98, 11, 2, 2, 98, 96, 97, 100, 96
COc1ccc(S(=O)(=O)Nc2c(F)cccc2F)cc1
    -10, ·, 101, 11, 0, 9, 102, 96, 99, 100, 98
COc1ccccc1/C=C/C(=O)OCC(=O)Nc1ccccc1Sc1ccccc1
    -13, -10, 102, 3, -2, -4, 108, 100, 100, 101, 101
Cc1cc(NCCO)c2cc(O)ccc2n1
    -53, ·, 101, 8, 5, 23, 103, 100, 100, 105, 102

Continued.
Order of values: Mcl1-Bid inh, Pf gametocyte, HRas wt GTP, Avidin fluor, Bim-Mcl-1, Mcl1 Noxa PPI, Rab7 wt GTP bind, Rac1 mut GTP, Rab2 wt GTP, Rac1 wt GTP bind, Cdc42 wt
O=C(COC(=O)c1cccnc1)Nc1ccc2c(c1)OCO2
    -23, ·, 90, 10, 0, 22, 93, 90, 91, 87, 88
COc1ccc(CCNC(=O)/C(C#N)=C2\N=C(NC(=O)c3cccs3)c3ccccc32)cc1
    -34, -6, 93, 10, 9, 7, 99, 96, 94, 97, 93
FC(F)Oc1ccc(NC(=S)N2CCN(Cc3ccccc3)CC2)cc1
    -56, 12, 92, 21, 6, 12, 98, 92, 94, 89, 91
CCC(C)C(NC(=O)C1CCC(C)CC1)C(=O)NCc1cccnc1 (centres undefined)
    -3, ·, 104, 5, 0, -10, 101, 100, 102, 106, 104
CCOC(=O)C(Nc1ccc2ccccc2c1)C(=O)OCC
    -26, 20, 101, 13, -5, 16, 102, 100, 101, 101, 99
COc1ccc(Br)cc1CNC(=O)C1CCN(S(=O)(=O)N2CCCC2)CC1
    2, 18, 96, 32, -8, 13, 96, 98, 95, 102, 100
NC(=O)C1CCN(C2CC(=O)N(c3cccc(F)c3)C2=O)CC1 (centres undefined)
    -12, ·, 100, 9, 2, -3, 99, 100, 100, 105, 102
O=c1[nH]c2ccccc2nc1C(F)(F)C(F)F
    63*, ·, 95, 37, 0, 12, 93, 94, 93, 92, 96
COC(=O)c1ccc(NC(=O)CSc2nnc(-c3ccccc3)n2C)cc1
    -8, 11, 99, 7, -3, -4, 100, 97, 99, 99, 99
Cc1cc(C)nc(/N=C(\N)Nc2cccc([N+](=O)[O-])c2)n1
    5, 25, 100, 17, -3, 22, 99, 100, 99, 101, 103
Clc1ccc(Oc2cnns2)cc1Cl
    1, ·, 101, 13, 1, -3, 97, 97, 102, 98, 100
CCc1nnc(NC(=O)c2ccc3c(c2)C(=O)N(C(C)(C)C)C3=O)s1
    -46, -14, 99, 12, -4, 3, 97, 98, 97, 103, 98
Cc1cccc(N=C2NN=C(c3c[nH]c4ccccc34)CS2)c1
    -44, -1, 100, 13, -5, 45, 100, 98, 97, 102, 100
CCCC(=O)Nc1nnc(SCC(=O)NCc2ccc3c(c2)OCO3)s1
    -11, 8, 97, 10, -3, 12, 104, 95, 99, 99, 99
CC1(C)CC(=O)C2=C(C1)OC(N)=C(C#N)C2c1cccs1 (centres undefined)
    -12, -7, 94, 11, -2, 10, 93, 96, 97, 97, 95
CC(=O)c1ccc(Sc2nnnn2-c2ccccc2)c([N+](=O)[O-])c1
    -12, ·, 100, 13, -7, 8, 98, 96, 99, 101, 102
CCc1ccccc1NC(=O)CSc1nnc(Cn2cnc3ccccc32)o1
    2, 9, 99, 35, -1, -8, 100, 97, 100, 100, 98
COC(=O)c1c(O)cc(C(C)(C)C)n(-c2ccccc2)c1=O
    -8, ·, 98, 4, -3, 13, 99, 96, 100, 99, 102
Cc1ccc(C2CC(C(F)(F)F)n3nc(C(=O)Nc4c(C)n(C)n(-c5ccccc5)c4=O)cc3N2)cc1 (centres undefined)
    -7, ·, 102, 6, -3, -10, 101, 101, 101, 105, 101
Cc1ccccc1S(=O)(=O)Nc1ncnc2scc(-c3ccccc3)c12
    16, ·, 90, 2, 0, 1, 88, 88, 90, 92, 91
Cc1ccccc1-c1nnc(SCC(=O)NC2CCCCC2)o1
    -17, ·, 99, 33, -6, -4, 99, 97, 99, 103, 101
COc1ccc(-c2csc(-c3cccnc3)n2)cc1C
    -37, 4, 92, 10, 2, 3, 95, 95, 95, 94, 95
C/C(N)=C(/C#N)C(=O)CSc1nc2ccccc2c(=O)n1CCCOC(C)C
    -26, -4, 101, 11, -4, 6, 100, 99, 98, 101, 102
C=CCN1C(=O)/C(=C\c2ccc(Oc3nc(N4CCOCC4)nc(N4CCOCC4)n3)c(OC)c2)SC1=S
    -2, ·, 96, 10, 0, 18, 96, 93, 94, 101, 99
O=C(NCC1CCCO1)c1cc(S(=O)(=O)Nc2ccc(Br)cc2)ccc1Cl (centres undefined)
    -53, 25, 94, 9, 4, 3, 98, 93, 94, 97, 92
O=C(OCC(=O)N1CCc2ccccc21)c1c2c(nc3ccccc13)CCCC2
    8, -3, 98, 11, -4, 5, 101, 96, 98, 98, 96
O=C(Nc1ccc(Nc2ccccc2)cc1)c1ccc(Br)o1
    -10, -14, 99, 8, -5, 11, 98, 100, 102, 101, 101
CCOc1cccc(C(=O)Nc2nnc(-c3cccs3)s2)c1
    0, -26, 98, 8, 0, -17, 98, 99, 99, 102, 98
Cc1ccc(SCc2cc(=O)[nH]c(SCC(=O)Nc3cc(Cl)ccc3Cl)n2)cc1
    4, 16, 92, 13, -1, 18, 96, 88, 93, 92, 95
